USP2a block = inhibitors of human ubiquitin-specific protease USP2a. USP2 core, Ub-CHOP2 coupled fluorogenic reporter, 485/531. Potency, µM (series often up to 38.3 µM), for inactives: at the highest dose activity change, negative = inhibition, hits mostly inhibitors. 330,000 tested, 0.01% active;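 note: potency is the fitted concentration of half-maximal effect; plate controls were DMSO wells for no effect and full inhibition by NEM control for full effect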
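Deubiquitinase activity read as fluorescence (485/531 nm) after Ub-CHOP2 cleavage activates the enterokinase reporter on its substrate; USP2 core 10nM, Ub-CHOP2 and substrate 25nM each, 30min compound preincubation then 60min RT; data normalized to NEM, curves fitted.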
Chronic BCR inh = chronic active BCR signaling inhibition. ABC-DLBCL IkBa-CBG/CBR reporter, luminescence ratio, 4 h. Potency, µM (highest dose often 46.1 µM), for the others: at the highest dose ratio change, negative = lower green/red ratio, usual class: inhibitors. 340,000 tested, 0.05% active. AID 493014; active = well fitted inhibition curve with a large enough effect in the signal ratio, with a control signal flat, not every such curve was filed as active; inconclusive = small, poorly fitted or top-dose-only effect, or effect the other way, or a change in a side signal; the % refers to the signal ratio;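 note: potency is the fitted concentration of half-maximal effect; plate controls were basal doxycycline-induced cells for no effect and cells given 10 µM MG132 for full effect; MG132 reads +100%, hits lower the ratio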
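Concentration-response series (up to 46 uM) were applied to TMD8 dual-reporter cells for 4 h at 37C with doxycycline. Green/red ratio, after filter-overlap correction, defined %Activity; red signal alone was normalised to basal cells and zero luminescence.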
TSHR antagonist = antagonists of human thyroid stimulating hormone receptor. P16473. TSHR-expressing cells, TSH-stimulated cAMP HTRF, 2 h; stronger effect = lower value. activity change, negative = inhibition, % at 11.5 µM. 330,000 tested, 0.2% active. AID 504810;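 active = activity change below a set negative limit, meaning inhibition stronger than a set level, cut at about -70% in these data; inconclusive = activity change between two set negative limits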; note: % is set by controls: 0 for no effect and ±100 for the full control effect
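Cell-based HTRF cAMP assay; TSHR cells + compound, TSH EC80 (4nM final), 2 h, 37 deg C. Lysis with anti-cAMP cryptate and cAMP-d2, 30 min RT, read 665/620 nm.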
PTAP TSG101 blk = blocks PTAP/TSG101 interaction to inhibit HIV-1 budding. Q99816. Fluorescence polarization, FITC-PTAP peptide / Tsg101 binding. Potency, µM (doses to about 115 µM), inactives show at the highest dose activity change, negative = inhibition, usual class: inhibitors. 340,000 tested, under 10 active; active = well fitted inhibition curve with a large enough effect in the main read-out, with a control signal flat, not every such curve was filed as active; inconclusive = small, poorly fitted or top-dose-only effect, or effect the other way, or a change in a side signal; inactive = no such curve, though single readings can be large or run the other way; note: potency is the fitted concentration of half-maximal effect; % of control where 0% means no effect
Target sequence (Q99816 whole entry, looked up): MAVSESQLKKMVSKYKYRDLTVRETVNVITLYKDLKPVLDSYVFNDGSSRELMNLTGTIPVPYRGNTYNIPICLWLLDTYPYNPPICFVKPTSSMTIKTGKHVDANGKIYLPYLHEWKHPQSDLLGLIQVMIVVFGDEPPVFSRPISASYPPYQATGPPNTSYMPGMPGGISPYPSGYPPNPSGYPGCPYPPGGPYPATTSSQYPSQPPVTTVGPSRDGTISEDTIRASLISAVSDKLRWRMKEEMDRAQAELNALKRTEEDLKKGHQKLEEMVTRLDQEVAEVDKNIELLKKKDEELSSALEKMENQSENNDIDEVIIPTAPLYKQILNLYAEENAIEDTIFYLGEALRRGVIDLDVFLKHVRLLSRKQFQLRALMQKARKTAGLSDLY
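FP read-out: FITC-PTAP peptide, 50 nM final, binding Tsg101 binding domain, 10 uM final; 20 min, r.t.; 10 mM HEPES pH 7.5, 0.15 M NaCl, 0.01% Tween 20, 3 mM EDTA, 0.1 mM TCEP.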
TCR act = activates T cell receptor signaling; AID 504894; 330,000 tested, under 10 active; Potency, µM (highest dose often 9.22 µM), inactives show at the highest dose activation of IL-2 secretion, usual class: activators; primary human leukocytes, anti-CD3, IL-2 HTRF, 48 h; note: % of control where 0% means no effect
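IL-2 produced over 48 hr by a-CD3 bead-stimulated primary human leukocytes exposed to compounds was detected with a homogeneous time-resolved FRET immunoassay, 665nm acceptor signal after 320nm excitation.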
Mito fusion yeast = inhibitors of mitochondrial division or activators of mitochondrial fusion. S. cerevisiae fusion-defective mutant growth rescue, CellTiterGlo 48 h. Potency, µM (titrated, usually from 46.1 µM), for inactives: at the highest dose growth rescue (activation), actives largely listed as activators. 320,000 tested, 0.23% active;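 note: potency is the fitted concentration of half-maximal effect; % of control where 0% means no effect; nearly all actives have a fitted effect of over 45% in size; temperature-sensitive fusion mutants such as fzo1-1 at 37 °C on non-fermentable ethanol glycerol medium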
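Luminescent cell viability in 1536-well qHTS format served as the measure of rescued growth in ts fusion-mutant S. cerevisiae cultured on non-fermentable YPEG for 48 hours at 37C.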
B2AR arrestin = agonists driving beta-arrestin recruitment to human beta2-adrenergic receptor | P07550 | beta-arrestin recruitment to beta2AR, cell-based reporter | Potency, µM (top dose mostly 46.1 µM), for inactives: at the top dose activation, most hits filed as activators | 330,000 tested, 0.02% active | AID 492947;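 note: potency is the fitted concentration of half-maximal effect; 0% = DMSO controls and full agonism = EC100 isoproterenol or metaproterenol; nearly all actives have a fitted effect of over 65% in size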
uPA generation = cell surface uPA generation inhibition. cell surface uPA generation assay, qHTS. AID 540303. Potency, µM (highest dose often 38.3 µM), without a hit: top-dose activity change, negative = inhibition, actives largely listed as inhibitors. 330,000 tested, 0.31% active; active = well fitted inhibition curve with a large enough effect; inconclusive = small, poorly fitted or top-dose-only effect; inactive = no such curve, though single readings can be large or run the other way; tested in mouse RAW 264.7 cells; note: potency is the fitted concentration of half-maximal effect; % is set by controls: 0 for no effect and ±100 for the full control effect; nearly all actives have a fitted effect of over 55% in size
Tb PFK inh = blocks T. brucei phosphofructokinase; O15648; AID 485367; T. brucei PFK, ADP-Glo luminescence; Potency, µM (series often up to 57.5 µM), for the others: top-dose activity, negative = inhibition, actives largely listed as inhibitors; 330,000 tested, 0.17% active;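 note: potency is the fitted concentration of half-maximal effect; 0% = uninhibited 1x PFK enzyme wells and -100% = no-enzyme wells; nearly all actives have a fitted effect of over 60% in size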
Target sequence (O15648 whole entry, looked up): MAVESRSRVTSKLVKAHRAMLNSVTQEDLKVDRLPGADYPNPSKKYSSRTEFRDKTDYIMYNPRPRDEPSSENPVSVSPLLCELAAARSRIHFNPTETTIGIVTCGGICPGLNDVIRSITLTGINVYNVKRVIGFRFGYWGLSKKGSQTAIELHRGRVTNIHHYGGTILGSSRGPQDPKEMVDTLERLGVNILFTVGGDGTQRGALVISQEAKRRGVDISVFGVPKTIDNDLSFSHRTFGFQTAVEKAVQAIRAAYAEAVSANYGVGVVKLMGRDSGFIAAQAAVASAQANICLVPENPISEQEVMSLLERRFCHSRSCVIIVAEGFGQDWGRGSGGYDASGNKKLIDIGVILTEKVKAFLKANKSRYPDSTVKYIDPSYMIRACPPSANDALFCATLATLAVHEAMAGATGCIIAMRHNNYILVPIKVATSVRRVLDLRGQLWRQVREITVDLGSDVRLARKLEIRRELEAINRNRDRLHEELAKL
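In TEA buffer at pH 8.0 with 5 mM MgCl2, enzyme (1.25 nM) converted F6P (0.5 mM) and ATP (0.1 mM) for 45 min at room temperature. ADP product was read by luciferase luminescence.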
ELG1 repair inh = ELG1-dependent DNA repair inhibition; HEK293T ELG1-luciferase reporter, luminescence, 16 h; DNA damage induced by 5-fluorouridine; Potency, µM (titrated, usually from 46.1 µM), for the others: at the top dose activity change, negative = inhibition, most hits filed as inhibitors; 330,000 tested, 2.3% active; note: potency is the fitted concentration of half-maximal effect; % is set by controls: 0 for no effect and ±100 for the full control effect; nearly all actives have a fitted effect of over 55% in size
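Reporter activity after DNA damage by 5-fluorouridine is monitored. Compound-treated cells incubate 16 hr at 37 °C, then ONE-Glo is added for 30 min before luminescence reading.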
Eya2 phos inh = blocks the phosphatase activity of human Eya2; Potency, µM (top dose mostly 76.9 µM), inactives show top-dose activity, negative = inhibition, hits mostly inhibitors; recombinant Eya2, OMFP fluorescence dephosphorylation (OMFP is methylfluorescein phosphate); AID 488837; O00167; 330,000 tested, 0.006% active; note: potency is the fitted concentration of half-maximal effect; % is set by controls: 0 for no effect and ±100 for the full control effect
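Eya2 protein (added as 0.2 uM solution) was preincubated with compound for 10 min at ambient temperature in 50 mM HEPES pH 7.5, 50 mM NaCl, 5 uM MgCl2, 0.05% BSA, 1 mM DTT. OMFP (added at 50 uM) then reacted 10 min; fluorescence read at 485/525 nm.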
The depositor's hits bear a star; ? = inconclusive; . = not tested or not shown; [ ] = another dose, or the depositor's remark. Unless noted, calls come from the whole dose curve; as a rule, active = well fitted curve in the direction sought with a large enough effect; inconclusive = small, poorly fitted or top-dose-only effect, or another doubt; inactive = no such curve, though single readings can be large; an effect the other way counts as inactive or inconclusive.

item	molecule	USP2a block	Chronic BCR inh	TSHR antagonist	PTAP TSG101 blk	TCR act	Mito fusion yeast	B2AR arrestin	uPA generation	Tb PFK inh	ELG1 repair inh	Eya2 phos inh
1	COc1ccccc1OCCNc1nc2c(c(=O)n(C)c(=O)n2C)n1C	0%	20%	5	-8%	-4%[46.1 µM]	-1%	-0.3%	1%	-3%	?	1%
2	O=C(Nc1nncs1)c1cc(-c2ccco2)nc2ccccc12	-1%	6%	-12	0%	3%	.	0.0%	-3%	0%	?	-28%
3	Cn1nc(C(=O)N2CCN(S(=O)(=O)/C=C/c3ccccc3)CC2)c2ccccc2c1=O	3%	2%	-2	-1%	-2%[46.1 µM]	4%	-0.1%	-9%	-4%	-25%	-13%
4	Cc1ccc(N2C(=O)C3C4C=CC(CNC(=S)N5CCN(c6ccccc6)CC5)(O4)C3C2=O)cc1 (stereo unspecified)	2%	-9%	-14	0%	0%	-4%	0.0%	0%	8%	5%	14%
5	O=C(Nc1cccc(C(F)(F)F)c1)c1csc(-c2ccncc2)n1	2%	6%	4	-1%	-1%	3%	-0.4%	1%	-2%	?	-6%
6	O=C(Nc1ccc(Br)cc1F)c1ccc2c(c1)N(Cc1ccccc1)C(=O)CS2=O (stereo unspecified)	-1%	1%	-3	-1%	1%[46.1 µM]	0%	0.0%	-9%	1%	-8%	-9%
7	COc1ccccc1OCCNC(=O)c1ccccc1C	4%	-5%	.	-3%	-6%	0%	-0.1%	5%	-3%	?	-4%
8	COc1ccc(OC)c(NS(=O)(=O)c2cccc3cccnc23)c1	3%	1%	-5	-1%	-1%	1%	0.5%	-2%	1%	-1%	?
9	O=S(=O)(c1cccc(C(F)(F)F)c1)N1CCC(c2nc3ccccc3[nH]2)CC1	-1%	10%	-8	0%	0%	-22%	0.4%	3%	-2%	-12%	0%
10	O=S(=O)(Cc1ccccc1)N1CCN(c2ncccn2)CC1	3%	0%	0	-6%	1%	5%	-0.4%	6%	1%	17%	-23%
11	COc1ccc(OC)c(NC(=O)CSc2ncnc3c2cnn3-c2ccccc2Cl)c1	2%	?	?	-3%	4%[46.1 µM]	?	-0.2%	-15%	-5%	9.2µM*	-18%
12	CCn1ncc(C2=NOC(C(=O)Nc3ccc4c(c3)OCO4)C2)c1C (stereo unspecified)	1%	-8%	6	-1%	12%	-4%	0.0%	.	2%	?	-1%
13	CC(C)CCn1c(CN2CCN(c3cccc(Cl)c3)CC2)nc2c1c(=O)n(C)c(=O)n2C	-3%	0%	-2	-4%	12%	18%	0.4%	-1%	-2%	?	-1%
14	O=C(Nc1cc(Cl)ccc1N1CCOCC1)C1CC1	-6%	0%	.	0%	4%	.	-0.7%	-8%	5%	11%	-5%
15	Cc1ccc(N2C(=O)c3ccccc3C2C(=O)c2ccc(O)cc2O)cc1 (stereo unspecified)	0%	3%	-2	-5%	1%[46.1 µM]	5%	-1.0%	-5%	?	-17%	1%
16	Cc1nn(-c2ccc(F)cc2)c(C)c1CN1CCN(Cc2ccccc2)C(CCO)C1 (stereo unspecified)	2%	4%	-7	-2%	-8%	1%	-0.9%	-1%	5%	-10%	-11%
17	CCC(c1nnc(SCC(=O)NC2CCCCC2)n1Cc1ccccc1)N(C)C (stereo unspecified)	4%	8%	1	-2%	1%	-4%	-0.1%	1%	7%	-1%	-18%
18	CCOC(=O)/C(=N\Nc1ccccc1)c1csc(Nc2ccc(C)cc2)n1	2%	8%	-8	2%	-3%	1%	0.0%	6%	0%	?	9%
19	COc1ccc(-c2ncc(CN3CCN(CCC(C)C)C(CCO)C3)cn2)cc1 (stereo unspecified)	0%	?	-14	-3%	-2%	6%	0.1%	-1%	1%	?	4%
20	CCN1CCN(Cc2nc3c(c(=O)n(C)c(=O)n3C)n2CCCc2ccccc2)CC1	0%	0%	3	.	.	1%	0.0%	.	-1%	-1%	-4%
21	Fc1ccccc1OCCCCCN1CCCC1	4%	14%	10	-2%	4%	-2%	-1.0%	4%	0%	9%	-3%
22	CCCN1C(=O)/C(=C/c2c(N3CCNC(=O)C3CC(=O)OCC)nc3c(C)cccn3c2=O)SC1=S (stereo unspecified)	17%	-1%	-14	?	-6%	0%	0.4%	3%	-9%	5.8µM*	27%
23	Cc1nn(CC(=O)N2CCCC2)c(=O)c2nn(-c3ccccc3)c(C)c12	0%	-3%	-9	-2%	-9%	-17%	-0.1%	-20%	-3%	10%	-3%
24	COc1ccc(NC(=S)NC2CCCCCC2)c(OC)c1	0%	-5%	-9	0%	-2%[46.1 µM]	9%	-2.5%	-3%	-8%	-4%	-2%
25	CCc1ccc(N2CC(C(=O)N3CCN(c4ccccn4)CC3)CC2=O)cc1 (stereo unspecified)	2%	-1%	6	-1%	-30%	-3%	-0.2%	2%	18%	4%	24%
26	COC(=O)C1=C(C(=O)OC)[C@@H]2N(C)c3ccc(OC)cc3[C@@]23C[C@@H](C(=O)OC)N(S(=O)(=O)c2ccc(OC)cc2)C3=N1	0%	1%	12	-2%	-10%	-27%	-0.5%	2%	-11%	-20%	5%
27	CCOC(=O)c1ccc(NC(=S)N2CCC(C(N)=O)(N3CCCCC3)CC2)cc1	-1%	9%	-1	1%	-8%	-8%	-1.0%	0%	3%	?	0%
28	CCCC(=O)Nc1nnc(-c2ccc3c(c2)OCCO3)o1	-2%	-9%	-7	-10%	4%	9%	0.0%	-1%	2%	?	3%
29	CC(NC(=O)CN(c1ccc(Cl)cc1)S(C)(=O)=O)c1ccccc1 (stereo unspecified)	1%	1%	10	0%	-10%	4%	-0.5%	-1%	-3%	-6%	-13%
30	Cn1c(SCC(=O)NNC(=O)c2ccc(Cl)cc2)nnc1-c1cccnc1	1%	-1%	4	-3%	-5%	1%	-0.1%	-5%	-1%	18%	14%
31	N#Cc1c(Nc2ccc(F)cc2)sc(C(=O)c2ccccc2)c1N	4%	?	20	0%	-4%[46.1 µM]	18%	-0.8%	?	-4%	?	1%
32	CCC(=O)c1ccc(OCC(O)CNC(C)c2ccccc2)cc1 (stereo unspecified)	1%	0%	6	-7%	-3%[46.1 µM]	-2%	-0.7%	7%	0%	1%	4%
33	Cc1onc(-c2c(F)cccc2Cl)c1C(=O)Nc1cccc(S(=O)(=O)NC2=NCCC2)c1	-1%	?	-4	-1%	2%	-3%	0.0%	1%	-1%	0%	17%
34	CN(C)S(=O)(=O)c1ccc(C(=O)OCCCN=C2NS(=O)(=O)c3ccccc32)cc1	-1%	-9%	-2	-2%	-2%	0%	0.0%	0%	3%	-4%	-9%
35	O=C1/C(=C/c2cccs2)SC(=S)N1N1CCOCC1	4%	?	-7	-3%	0%	-1%	0.3%	-2%	-1%	-2%	-7%
36	CC(=O)Nc1ccc(CN2CCCC(CO)(Cc3ccccc3C)C2)cc1 (stereo unspecified)	0%	-14%	26	3%	1%	-5%	-0.3%	13%	-1%	23%	5%
37	O=C(c1ccccc1)c1nc2c(n1O)CCCCC2	12%	?	17	0%	6%	-4%	0.0%	1%	6%	?	0%
38	CCOc1ccc(C2c3c(oc4ccccc4c3=O)C(=O)N2CCCN2CCOCC2)cc1OCC (stereo unspecified)	-2%	12%	-2	-7%	0%	-2%	-0.5%	4%	4%	-1%	2%
39	CCn1c(CC(=O)Nc2ccccc2OC)nnc1SCC(=O)Nc1ccccc1F	-5%	-3%	-5	0%	-1%	29%	0.1%	-1%	-4%	5%	-3%
